CIT2 TOR yeast – yeast TOR pathway CIT2-GFP modulation; S. cerevisiae CIT2-GFP strain, flow cytometry, 3 h; 100 means same as DMSO wells; GFP response vs DMSO, % at 10 µM; 0.065% of 320,000 active;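 active means GFP response relative to DMSO above a set limit, near the screen mean plus 3 SD, cut at about 150% in these data; inconclusive means Fewer than 70 cells measured for a yeast strain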;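 further: ratio of well median GFP fluorescence to mean of DMSO wells on the plate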
MEP2-GFP yeast – yeast TOR pathway MEP2-GFP modulation. AID 2016. GFP response vs DMSO, % at 10 µM. 0.51% of 330,000 active. S. cerevisiae MEP2-GFP strain, flow cytometry GFP, 3 h; 100% = DMSO control level;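 active means GFP response versus DMSO above a set limit, roughly screen mean plus 3 SD, cut at about 180% in these data; inconclusive means fewer than 70 cells counted for a yeast strain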;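 further: median GFP fluorescence of the barcode-gated MEP2-GFP cells per well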
AGP1 TOR yeast – alters AGP1-GFP fluorescence in TOR pathway yeast screen | S. cerevisiae AGP1-GFP multiplex flow cytometry, 3 h; GFP as percent of DMSO wells | 0.02% of 320,000 active | AID 2066 | GFP response vs DMSO, % at 10 µM;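 active means GFP response relative to DMSO above a set limit, near screen average plus 3 SD, cut at about 150% in these data; inconclusive means fewer than 70 cells counted for the yeast strain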;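 further: median GFP channel fluorescence of the gated AGP1 strain per well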
LAP4-GFP MLPCN – alters LAP4-GFP fluorescence in TOR pathway yeast screen. S. cerevisiae LAP4-GFP multiplex, flow cytometry GFP, 3 h; median GFP as percent of DMSO wells. GFP response vs DMSO, % at 10 µM. 0.34% of 320,000 active. AID 2023;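 active means GFP response vs DMSO above a set limit, about the screen mean plus 3 SD, cut at about 150% in these data; inconclusive means under 70 cell events counted for the yeast strain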
RPL19A TOR yeast – modulators of TOR pathway RPL19A-GFP in S. cerevisiae. S. cerevisiae RPL19A-GFP strain, flow cytometry, 3 h; hits give low values. AID 2025. 0.3% of 330,000 active. percent response vs DMSO, % at 10 µM;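 active means percent response vs DMSO below 50%; inconclusive means fewer than 70 events counted for the yeast strain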;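 further: median channel GFP fluorescence of the barcoded RPL19A-GFP strain; ratio of sample median GFP to plate DMSO average so 100% = DMSO; lower means less RPL19A-GFP as with rapamycin TOR inhibition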
CR mimetic SO – yeast age-related superoxide inhibition as caloric restriction mimetic. S. cerevisiae aged cells, superoxide DHE fluorescence; hits give low values. superoxide response (% of plate mean), % at 10 µM. 0.18% of 330,000 active;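 active means superoxide response under a set limit, about three screen SD below normal, cut at about 65% in these data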;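 further: yeast aged for seven days with compound at 30 °C before DHE staining; 100% = average MFI of all compound-treated wells on the plate with controls excluded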
GRK2 aptamer HTS – human GRK2 inhibition via aptamer displacement | P25098 | bead flow cytometry, FAM-aptamer displacement from GRK2 | inhibition of aptamer binding, % at 10 µM | 0.59% of 330,000 active | AID 488847;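 active means inhibition of aptamer binding above 40%, roughly 3 SD of noise, on plates passing a quality check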;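 further: median bead fluorescence of bound FAM aptamer so fluorescent compounds give negative values; no value below 0 was filed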
Target sequence (P25098 whole entry, looked up): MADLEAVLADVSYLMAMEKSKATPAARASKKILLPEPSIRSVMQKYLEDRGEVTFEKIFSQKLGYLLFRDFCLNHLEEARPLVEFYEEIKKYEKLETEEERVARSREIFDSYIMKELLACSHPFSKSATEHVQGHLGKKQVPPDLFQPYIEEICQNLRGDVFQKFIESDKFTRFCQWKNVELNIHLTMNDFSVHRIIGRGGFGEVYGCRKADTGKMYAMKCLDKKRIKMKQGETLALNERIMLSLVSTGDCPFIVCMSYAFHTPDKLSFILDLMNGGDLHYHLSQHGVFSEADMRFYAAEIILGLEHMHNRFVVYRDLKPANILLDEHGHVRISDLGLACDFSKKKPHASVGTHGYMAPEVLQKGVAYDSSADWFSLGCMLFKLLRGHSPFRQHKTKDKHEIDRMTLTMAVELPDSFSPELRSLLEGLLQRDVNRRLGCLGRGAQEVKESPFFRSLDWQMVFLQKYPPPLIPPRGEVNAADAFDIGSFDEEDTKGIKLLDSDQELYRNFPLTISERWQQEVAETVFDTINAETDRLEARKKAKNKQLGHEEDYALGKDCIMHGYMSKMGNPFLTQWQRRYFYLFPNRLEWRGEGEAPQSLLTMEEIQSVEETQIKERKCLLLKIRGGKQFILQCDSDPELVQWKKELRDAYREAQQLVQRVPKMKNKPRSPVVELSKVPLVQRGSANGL
VLA-4 inh – inhibition in a human VLA-4 binding assay; P13612; 0.2% of 330,000 active; inhibition, % (about 7 µM as worked out from the volumes in the protocol); VLA-4 expressing cells, ligand binding flow cytometry; AID 2557; in the data active means inhibition above about 50%
Numbers without * were called inactive; ? = inconclusive; . = not tested or not shown; [ ] = dose if it differs, or a comment.

SMILES	CIT2 TOR yeast	MEP2-GFP yeast	AGP1 TOR yeast	LAP4-GFP MLPCN	RPL19A TOR yeast	CR mimetic SO	GRK2 aptamer HTS	VLA-4 inh
COc1ccc(-n2c(CNC(=O)COc3ccc(Cl)cc3Cl)n[nH]c2=S)cc1	110	108	113	113	109	106	0	-14
NC(=O)c1ccccc1NC(=O)C1CCCO1 (stereo unspecified)	110	85	100	79	100	94	33	4
CC(=O)Nc1cccc(-c2csc(Nc3ccc(C)cn3)n2)c1	106	101	106	103	108	111	0	-8
O=c1c2c(-c3ccco3)csc2nc(SCc2cn3cccnc3n2)n1-c1ccccc1	.	97	95	84	95	101	0	2
Cc1nnc(-c2ccc(N3CCOCC3)c([N+](=O)[O-])c2)o1	98	104	95	104	99	97	0	6
COc1ccc(-n2c(COc3ccc(Cl)cc3)nnc2SCc2ccc(C#N)cc2)cc1	99	105	106	109	103	103	0	-2
COC(=O)CCSC(=S)N1CCOCC1	106	105	107	110	98	102	0	-4
COc1cc(NC(=O)c2ccccc2-n2cnnn2)cc(OC)c1	105	105	108	102	104	94	1	2
COc1cc2c(cc1OC)CN(CC(=O)NC(=O)NCc1ccco1)CC2	87	107	97	101	97	94	5	7
Cn1cc([N+](=O)[O-])c(C(=O)Nc2ccc(C3CCCCC3)cc2)n1	83	96	90	119	94	103	1	17

Overlap with the part before: 7 entries, then new ones.
SMILES	CIT2 TOR yeast	MEP2-GFP yeast	AGP1 TOR yeast	LAP4-GFP MLPCN	RPL19A TOR yeast	CR mimetic SO	GRK2 aptamer HTS	VLA-4 inh
O=c1c2c(-c3ccco3)csc2nc(SCc2cn3cccnc3n2)n1-c1ccccc1	.	97	95	84	95	101	0	2
Cc1nnc(-c2ccc(N3CCOCC3)c([N+](=O)[O-])c2)o1	98	104	95	104	99	97	0	6
COc1ccc(-n2c(COc3ccc(Cl)cc3)nnc2SCc2ccc(C#N)cc2)cc1	99	105	106	109	103	103	0	-2
COC(=O)CCSC(=S)N1CCOCC1	106	105	107	110	98	102	0	-4
COc1cc(NC(=O)c2ccccc2-n2cnnn2)cc(OC)c1	105	105	108	102	104	94	1	2
COc1cc2c(cc1OC)CN(CC(=O)NC(=O)NCc1ccco1)CC2	87	107	97	101	97	94	5	7
Cn1cc([N+](=O)[O-])c(C(=O)Nc2ccc(C3CCCCC3)cc2)n1	83	96	90	119	94	103	1	17
O=C(NCc1ccccn1)c1c(O)c2cccc3c2n(c1=O)CC3	82	91	88	91	95	81	3	-2
O=C(CCn1c(=S)[nH]c2cc3c(cc2c1=O)OCO3)NCc1ccc(Cl)cc1	99	98	107	105	98	101	1	3
CNC(=O)Cn1c(C)cc(=O)c2cccc(C)c21	113	114	113	113	103	100	0	-3
N#Cc1cccc(NC(=O)Cn2cnc(S(=O)(=O)N3CCc4ccccc43)c2)c1	100	100	100	101	99	107	0	19
O=C(c1ccc(Cl)s1)N1CCN(C23CC4CC(CC(C4)C2)C3)CC1	101	103	87	84	98	92	1	11
Fc1cccc(CN2CCCCCCC2)c1	93	103	100	95	100	91	0	39
O=C(NCc1ccccc1)c1ccc(COCC(F)(F)F)o1	93	99	96	93	95	101	0	14
CCN(CC)CCn1c(=N)n(CCOc2ccccc2)c2ccccc21	86	99	93	95	99	121	1	19
O=C(CS(=O)CC(=O)N(c1ccccc1)C(C(=O)NC1CCCCC1)c1ccco1)Nc1ccc(F)cc1 (stereo unspecified)	90	107	102	116	97	115	0	4
Cc1ccc(SCC(=O)N(C)C2CCS(=O)(=O)C2)cc1 (stereo unspecified)	99	96	100	93	106	71	4	0
O=C(NCc1ccccc1)C1=C[C@H](c2ccccc2)C[C@H](OCc2ccc(CO)cc2)O1	94	88	83	105	98	104	6	3
CCN(CC)S(=O)(=O)c1cccc(-c2nnc(SCc3nc4ccccc4s3)o2)c1	96	90	99	91	92	109	0	14
O=C(C1=C[C@H](c2ccccc2)C[C@H](OCCCCO)O1)N1CCOCC1	102	94	98	108	101	99	0	-3
Cc1ccc(Cn2c(CN3CC(C)OC(C)C3)nc3c2c(=O)[nH]c(=O)n3C)cc1 (stereo unspecified)	.	98	105	102	107	90	2	-1
COC(=O)N/N=C(\C)c1ccc(C)c([N+](=O)[O-])c1	94	107	106	109	105	99	3	9
Cc1ccc(S(=O)(=O)Nc2ccc(Oc3cccnc3)nc2)cc1	99	97	102	101	97	113	0	9
O=S(=O)(NCCCCCCNS(=O)(=O)c1c(F)cccc1F)c1ccc2c(c1)OCCO2	107	101	105	110	101	104	2	2
O=C(COc1ccc(Br)cc1)NNC(=O)c1ccc(-n2cncn2)c([N+](=O)[O-])c1	105	104	111	105	104	136	4	46
Cc1ccc(N2CCN(/N=C/C=C/c3ccccc3)CC2)cc1	95	101	89	89	99	89	1	0
Nc1ncnc2c1ncn2CCN1CCOCC1	89	92	.	77	87	98	0	12
O=C(CCN1C(=O)C2CCCCC2C1=O)Nc1nc(-c2ccc(F)c(F)c2)cs1 (stereo unspecified)	94	88	95	99	88	106	0	-12
O=C(NC(=S)N1CCN(c2ccc(O)cc2)CC1)c1ccco1	104	109	116	132	106	81	33	-7
CSc1cccc(CN2CCC(Oc3cccc(C(=O)N4CCCC4)c3)CC2)c1	99	101	95	92	96	92	0	-2
CSC(=Nc1ccccc1)C(C#N)c1nc2ccccc2[nH]1 (stereo unspecified)	96	95	93	109	98	86	0	-5
COc1ccc(N2CCN(Cc3ccc(Br)s3)CC2)cc1	95	103	105	99	96	100	0	-6
O=C(NN1C(=O)/C(=C/c2cc([N+](=O)[O-])ccc2O)SC1=S)c1ccccc1O	98	101	97	116	112	104	0	24
COc1ccc(NC(=O)c2cc(OC)c(OC)cc2OC)c(S(=O)(=O)N2CCOCC2)c1	87	96	93	92	94	112	0	-2
Cc1cc(C)cc(NC(=O)c2ccc(S(=O)(=O)NCc3cccnc3)cc2)c1	86	91	94	94	96	110	1	-3
Cc1cc([N+](=O)[O-])ccc1NCc1ccccc1[N+](=O)[O-]	104	100	107	105	98	107	0	10
CC(C(=O)NC1CCCCCC1)n1cc([N+](=O)[O-])cn1 (stereo unspecified)	105	103	102	102	101	101	1	3
CS(=O)(=O)N(CC(=O)N1CCN(c2cccc(Cl)c2)CC1)c1ccccc1	107	105	106	98	101	106	4	10
O=C(CNC(=O)c1ccc(Cl)cc1)OCC(=O)c1ccccc1	96	100	93	98	101	95	0	-18
N#Cc1ccccc1NC(=O)Nc1cccc(Cl)c1	109	106	107	109	109	100	0	15
COc1ccc(NC(=O)c2ccccc2SC)cc1	106	117	105	105	109	98	0	6
CCOC(=O)c1c(S(=O)(=O)N2CCN(c3ccc(C(C)=O)cc3)CC2)c(C)n(C)c1C	98	99	103	100	99	109	4	11
COC(=O)c1ccc(NC(=O)CCNS(=O)(=O)c2cccc3nonc23)cc1	93	96	91	82	93	89	0	3
C=CCNC(=O)C(=O)c1c(-c2ccccc2)[nH]c2ccccc12	101	104	101	100	101	109	1	-15
Cc1cc(Cl)c(OCCOCCN2CCC(C)CC2)c(Br)c1	103	97	108	98	107	105	0	5
CN(C(=O)c1ccccc1-c1ncc[nH]1)C1CCCN(Cc2ccccc2F)C1 (stereo unspecified)	105	104	99	97	102	86	0	-9
O=C(CC(=O)Nc1ccccc1C(=O)O)NNC(=O)Cc1ccccc1	108	99	104	108	99	99	2	8
CCCC(=O)C1=C(O)C(c2cccc(Oc3ccccc3)c2)CCC1=O (stereo unspecified)	95	95	94	88	99	102	1	9
CCOc1ccc(N=Cc2c(O)n(-c3cccc(C)n3)c(=O)c3ccccc23)cc1	98	106	105	105	103	96	0	3
COC(=O)/C(=C\Nc1ccc(Oc2ccc(F)cc2F)nc1)NC(=O)c1ccccc1	101	105	109	119	104	98	0	-1
O=C(CCN1C(=O)/C(=C/c2cccs2)SC1=S)NC1=NCCS1	97	89	97	95	92	103	1	-6
Cc1nc2cc3c(cc2c(C)c1C(=O)OC(C)C)OCO3	106	106	103	93	106	103	2	-2
CCOC(=O)c1ccccc1NC(=O)CSc1nnc(COc2ccccc2C)n1C	100	94	96	88	100	98	0	6
CC(C)CCNC(=O)C1CCCN(S(=O)(=O)c2ccc(-n3cnnn3)cc2)C1 (stereo unspecified)	92	103	99	98	102	94	0	1
CCn1c(-c2cc(OC)c(OC)c(OC)c2)n[nH]c1=S	104	100	107	104	104	108	0	3
CC1CCCN(CCCNC(=O)CN2C(=O)COc3ccccc32)C1 (stereo unspecified)	99	102	106	102	104	97	2	32
Cc1cc(C)c(C#N)c(SC(C(=O)NC(C)(C)C)c2ccccc2)n1 (stereo unspecified)	86	91	99	99	96	114	0	16

Complete entries from above. Values in the order: CIT2 TOR yeast | MEP2-GFP yeast | AGP1 TOR yeast | LAP4-GFP MLPCN | RPL19A TOR yeast | CR mimetic SO | GRK2 aptamer HTS | VLA-4 inh
COC(=O)/C(=C\Nc1ccc(Oc2ccc(F)cc2F)nc1)NC(=O)c1ccccc1 in the list: 101 | 105 | 109 | 119 | 104 | 98 | 0 | -1
CCCC(=O)C1=C(O)C(c2cccc(Oc3ccccc3)c2)CCC1=O (stereo unspecified) in the list: 95 | 95 | 94 | 88 | 99 | 102 | 1 | 9

(further entries)
SMILES	CIT2 TOR yeast	MEP2-GFP yeast	AGP1 TOR yeast	LAP4-GFP MLPCN	RPL19A TOR yeast	CR mimetic SO	GRK2 aptamer HTS	VLA-4 inh
Cc1ccc(S(=O)(=O)N2CCOC2CNC(=O)C(=O)NCc2ccccn2)cc1 (stereo unspecified)	98	100	109	109	92	116	0	-8
CCOc1ccc(Nc2nc(-c3sc(N)nc3C)cs2)cc1	100	105	100	102	100	102	1	2
CCOC(=O)c1cnn(-c2ccc(NS(=O)(=O)c3ccc(Cl)cc3)cc2)c1C(F)(F)F	92	96	97	112	94	94	1	0
CC(c1ccccc1)N(C)CC(=O)NC(=O)NCCC1=CCCCC1 (stereo unspecified)	?	89[may fluoresce violet]	?	?	84[may fluoresce violet]	77	13	6
COc1ccc(/C=N/NC(=S)SC)cc1OC	82	94	88	106	96	89	0	20
COc1ccc(N(CC(=O)NCc2ccccc2OC)S(=O)(=O)c2ccccc2)cc1	106	109	104	109	109	96	0	7
Cc1ccc(C)c(NC(=O)c2sc(Cl)nc2C)c1	110	115	107	86	109	104	6	-9
CC(=O)Oc1ccc2cc(-c3ccccc3)c(=O)oc2c1	85	96	81	110	98	114	0	2

High-throughput results (PubChem BioAssay)
